SW480 rereplic: A quantitative high throughput screen for small molecules that induce DNA re-replication in SW480 colon adenocarcinoma cells | AID 624297, 2012 | Potency, µM (doses to about 46.1 µM), for inactives: top-dose re-replication activation, hits mostly activators | SW480 DNA re-replication, Hoechst DNA content imaging, 48 h | 340,000 tested, 1.8% active; further: % of control where 0% means no effect; nearly all actives have a fitted effect of over 55% in size
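Hoechst fluorescence of nuclei (405 nm excitation, 500-530 nm emission) measured by plate-scanning imager after 48 hr compound exposure at 37 C; re-replication scored as increased number of nuclei with elevated intensity.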
GLP1R ag: qHTS of GLP-1 Receptor Agonists; HEK293 GLP-1R CRE-luciferase, luminescence, 4-6 h; cells express a hypersensitive GLP-1R form; Potency, µM (highest dose often 45.6 µM), inactives show at the highest dose activation, usual class: activators; 380,000 tested, 0.007% active; Glucagon-like peptide 1 receptor (Homo sapiens), P43220; further: % of control where 0% means no effect
Target sequence (P43220 whole entry, looked up): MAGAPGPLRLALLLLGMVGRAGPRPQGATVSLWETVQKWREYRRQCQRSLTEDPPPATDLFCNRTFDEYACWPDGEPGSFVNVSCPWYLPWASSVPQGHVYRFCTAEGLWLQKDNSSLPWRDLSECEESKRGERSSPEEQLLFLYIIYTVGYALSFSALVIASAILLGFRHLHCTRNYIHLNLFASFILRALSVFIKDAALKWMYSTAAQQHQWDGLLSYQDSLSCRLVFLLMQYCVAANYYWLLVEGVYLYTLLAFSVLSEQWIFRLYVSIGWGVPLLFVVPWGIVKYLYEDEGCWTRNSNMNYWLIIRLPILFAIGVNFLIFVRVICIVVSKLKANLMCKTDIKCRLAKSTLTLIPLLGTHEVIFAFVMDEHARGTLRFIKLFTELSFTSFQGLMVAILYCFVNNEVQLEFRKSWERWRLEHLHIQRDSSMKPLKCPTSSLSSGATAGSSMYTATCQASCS
TDP43 rescue: qHTS of TDP-43 Inhibitors; TDP-43 expressing yeast growth rescue, BacTiter-Glo, 24 h; Potency, µM (titrated, usually from 46.1 µM), for the others: top-dose growth rescue (activation), actives largely listed as activators; 410,000 tested, 1.8% active; AID 652104, 2013; further: % of control where 0% means no effect; nearly all actives have a fitted effect of over 50% in size
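Yeast expressing TDP-43 (pregrown in raffinose, seeded at OD600=0.02 in galactose medium) exposed to compounds 24 hr at 30 deg C. Growth read by BacTiter-Glo luminescence; rescue of toxicity appears as increased signal.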
HT1080NT lethal: qHTS for induction of synthetic lethality in tumor cells producing 2HG: qHTS for the HT-1080-NT fibrosarcoma cell line. HT-1080-NT fibrosarcoma viability, CellTiter-Glo ATP luminescence, 48 h. Potency, µM (doses to about 46.1 µM), for the others: top-dose activity, negative = less viability, actives largely listed as cytotoxic. 360,000 tested, 1.6% active;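 further: NT is the 2HG producing partner of a matched IDH1 knockdown line; 0% = DMSO-treated cells and -100% = media-only wells without cells; nearly all actives have a fitted effect of over 55% in size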
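Toxicity toward the 2HG-producing NT line was scored as %Activity, normalised to DMSO and no-cell wells, from CellTiter-Glo luminescence after 48 hours' treatment.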
GLP-1R inv ag: qHTS of GLP-1 Receptor Inverse Agonists (Inhibition Mode). Potency, µM (highest dose often 38.3 µM), inactives show at the top dose activity change, negative = inhibition, actives largely listed as inhibitors. 410,000 tested, 1.6% active. HEK293 GLP-1R CRE-luciferase, luminescence, 24 h; GLP-1R form is constitutively active; further: on the % scale 0 is the no-effect control and ±100 the full control effect; nearly all actives have a fitted effect of over 55% in size
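Luminescence readout: a drop in cAMP-driven luciferase signal flags inverse agonism at a constitutively active GLP-1R stably expressed in HEK293. Compound exposure lasted 24 hr at 37 deg C, 5% CO2.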
HT1080 IDH1KD tx: qHTS for induction of synthetic lethality in tumor cells producing 2HG: qHTS for the HT-1080-IDH1KD cell line | HT-1080 IDH1 knockdown viability, ATP luminescence, 48 h | Potency, µM (top dose mostly 46.1 µM), without a hit: top-dose activity, negative = toxicity, actives largely listed as cytotoxic | 360,000 tested, 2% active;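 further: 0% = DMSO wells and -100% = cell-free medium wells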
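Knockdown cells (IDH1KD HT-1080) received compounds 2 h after plating at 750 cells/well and were kept 48 h at 37 °C in 5% FBS RPMI. A CellTiter-Glo luminescence read gave % activity for curve fitting.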
KB-V1 MDR tox: qHTS assay for MDR1-selective chemotherapeutics: Primary screen using the drug-selected MDR subline cells KB-V1; 400,000 tested, 3.4% active; KB-V1 MDR cells viability, CellTiter-Glo, 72 h; Potency, µM (titrated, usually from 46.1 µM), for inactives: at the highest dose activity change, negative = cytotoxicity, actives largely listed as cytotoxic; further: on the % scale 0 is the no-effect control and ±100 the full control effect; nearly all actives have a fitted effect of over 60% in size
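Luminescent ATP read-out (CellTiter-Glo, 10 min) measures survival of drug-selected KB-V1 MDR cells after 72 h, 37 degrees C compound exposure. Medium: phenol-red-free DMEM, 10% FBS. Values from fitted concentration-response curves.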
HEK293 tox: qHTS of GLP-1 Receptor Inverse Agonists: Cytotox Screen | HEK293 cAMP-luciferase reporter cells, luminescence, 24 h | 410,000 tested, 0.13% active | AID 624418, 2012 | Potency, µM (doses to about 38.3 µM), without a hit: top-dose activity change, negative = inhibition, most hits filed as inhibitors;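 further: loss of luciferase light is scored as toxicity; on the % scale 0 is the no-effect control and ±100 the full control effect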
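Step one: seed cells (200 cells/uL, DMEM with 10% Nu serum, 1% pen-strep). Step two: 12-hour incubation at 37 deg C. Step three: pin 23 nL compound, incubate 24 hr. Step four: add luciferase reagent, read luminescence 12 min later.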
KB-3-1 tox: qHTS assay for MDR1-selective chemotherapeutics: Primary screen using the parental adenocarcinoma cell KB-3-1. KB-3-1 viability, CellTiter-Glo ATP luminescence, 72 h. Potency, µM (titrated, usually from 46.1 µM), without a hit: at the highest dose activity change, negative = cytotoxic, most hits filed as cytotoxic. 400,000 tested, 1.4% active. AID 1347075, 2019; further: on the % scale 0 is the no-effect control and ±100 the full control effect; nearly all actives have a fitted effect of over 60% in size
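Cytotoxicity measured as CellTiter-Glo luminescence after 72 h at 37 C. Compound titrations were pinned onto drug-naive KB-3-1 parental adenocarcinoma cells grown in DMEM with 10% FBS, and normalized data fitted to concentration-response curves.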
Numbers without * were called inactive; ? = inconclusive; nt = no result given; & = joins results of further samples; [ ] = dose if it differs, or a comment. The call rests on the fitted dose curve; in most records, active means well fitted curve in the direction sought with a large enough effect; inconclusive means small, poorly fitted or top-dose-only effect, or another doubt; inactive means no such curve, though single readings can be large; an effect the other way counts as inactive or inconclusive. Potency means the concentration at half of the fitted maximal effect.

#	SMILES	SW480 rereplic	GLP1R ag	TDP43 rescue	HT1080NT lethal	GLP-1R inv ag	HT1080 IDH1KD tx	KB-V1 MDR tox	HEK293 tox	KB-3-1 tox
1	CCOc1ccccc1OC(=O)c1cc2ccccc2oc1=O	-32%[inhibitor]	-4%	24%	6%	13%	6%	0%	7%	1%
2	COc1ccc(NC(=O)C2CCN(S(=O)(=O)c3c(C)noc3C)CC2)cc1OC	1%	0%	1%	13%	13%	0%	25%	-23%	4%
3	COc1ccc(/C=N\NC(=O)COc2ccc(C(C)(C)C)cc2)cc1Cn1nc(C)cc1C	?	-5%	-6%	?	?	?	-11%	-6%	-27%
4	CC(=O)Nc1nccc(-c2cc(-c3ccccc3)no2)n1	-3%	-3%	14%	9%	1%	0%	-4%	-7%	-2%
5	Cc1ccc(NC(=O)/C(C#N)=C(\N)C(Cl)(Cl)Cl)nc1	8%	-1%	-13%	?	8%	?	?	6%	18µM*
6	Cc1cc(C)c2c(NC(=S)NC(=O)c3ccccc3)n[nH]c2n1	-42%[inhibitor]	-3%	17%	1%	2%	5%	0%	-1%	18%
7	O=C(COc1cccc(Cl)c1)Nc1cc(S(=O)(=O)N2CCOCC2)ccc1N1CCOCC1	3%	-1%	-4%	-1%	41%[activator]	-1%	-26%	13%	-5%
8	CC(C)CC(=O)Nc1nnc(S(=O)(=O)N2CCc3ccccc32)s1	-2%	-1%	-10%&17%	-1%	-28%&-3%	-1%	-3%&-9%	0%&7%	3%&10%
9	Cc1ccc(C(C)C)c(OCC(=O)NN=C2CCCC2)c1	-13%	1%	11%	0%	-1%	0%	2%	8%	-12%
10	C=CCOC(=O)c1sc(NC(=O)c2ccc(OC)cc2)nc1C	0%	9%	1%	?	-34%	1.8µM*	-11%	3%	-6%
11	COc1ccccc1-c1nnc(NC(=O)c2ccc(S(=O)(=O)N(C)Cc3ccccc3)cc2)o1	21µM*	-12%	14%	?	?	?	5.2µM*	-21%	?
12	CCOC(=O)C1=C(C)N=c2s/c(=C\c3cc(OC)c(OC)c(OC)c3)c(=O)n2C1/C=C/c1ccccc1 (stereo not given)	-1%	-3%	-8%	-3%	33%[activator]	-2%	-7%	-1%	-1%
13	CC1CCN(c2ccc(C(=O)O)cc2N)CC1	-17%[9.22 µM]	-9%	?	12%	-8%	20%	31%	-19%	?
14	CCOC(=O)CNC(=O)C1CCCN(c2ncccn2)C1 (stereo not given)	0.26µM*	-13%	-32%[inhibitor]	-7%	0%	4%	-1%	5%	-7%
15	O=C(NCCCN1CCN(c2ccc(F)cc2)CC1)C1CCCN(c2ncnc3c2nc2n3CCCCC2)C1 (stereo not given)	-4%	2%	-6%	-7%	?	-6%	1%	-6%	-5%
16	Cc1ccc(C(=O)Nc2ccc3ccccc3c2)cc1	-4%	0%	19%	-20%	5µM*	-27%	-10%	-13%	-14%
17	COCCN(C(=O)Cn1nnc2ccccc21)C(C(=O)NC1CCCC1)c1ccc(OC)cc1OC (stereo not given)	-3%	0%	-10%	16%	9%	22%	-3%	-15%	5%
18	CCCc1cc(=O)oc2cc(OCC(=O)NCc3cccs3)ccc12	1%	-2%	4%	2%	5%	5%	-2%	10%	?
19	CC1CCCCC1NC(=O)/C(C#N)=C/c1ccc2c(c1)OCCO2 (stereo not given)	?	-5%	23%	-14%	?	-9%	?	?	18µM*
20	O=C(CSc1nc2ccccc2[nH]1)N1CCCCC1	-3%	-2%	-42%[inhibitor]	19%	1%	6%	?	-7%	-2%
21	CCC(=O)C1=C(N2CCCC2)CC(C)(C)CC1=O	-2%	6%	23%	13%	9%	20%	7%	-4%	-2%
22	Cc1ccc(-c2cc(C(=O)OCC(=O)N(C)C3CCS(=O)(=O)C3)c3ccccc3n2)c(C)c1 (stereo not given)	0%	20%	9%	-7%	10%[0.307 µM]	?	?	-2%[0.307 µM]	22%
23	COc1ccc(CCN=C(N)NS(=O)(=O)c2ccccc2)cc1OC	4%	0%	7%	4%	12%	3%	-1%	-6%	2%
24	N#Cc1ccc(C23CC4CC(CC(C4)C2)C3)[nH]c1=O	-9%	-7%	7%	-2%	-9%	-9%	18%	16%	4%
25	Cc1ccc2cc(CN(CC3CCCO3)C(=S)Nc3ccccc3)c(=O)[nH]c2c1 (stereo not given)	?	5%	-16%	?	?	?	?	-23%	?
26	CC(=O)Nc1ccc(Sc2ccccc2C(=O)Nc2ccc(F)cc2)cn1	1%	10%	13%	-4%	17%	-7%	?	15%	11%
27	COc1ccc(Cl)cc1S(=O)(=O)N1CCN(C(=O)c2ccco2)CC1	-1%	-3%	16%	-1%	3%	2%	9%	-11%	-1%
28	O=C(C[C@H]1C=C[C@H](NC(=O)Nc2ccccc2F)[C@@H](CO)O1)NCc1ccc(-c2ccccc2)cc1	nt	nt	17%	-1%	1%	16%	-3%	-4%	5%
29	CCC1CCc2nc3sc(C(=O)Nc4ccc(F)cc4F)c(N)c3cc2C1 (stereo not given)	nt	0%	14%	nt	-10%	nt	?	1%	4%
30	O=C(CNc1cccc(S(=O)(=O)N2CCCCC2)c1)Nc1ccccc1F	-6%	9%	-13%	-4%	?	-12%	4%	?	?

7 structures from above, sorted by number of heavy atoms, descending:
#	SMILES	SW480 rereplic	GLP1R ag	TDP43 rescue	HT1080NT lethal	GLP-1R inv ag	HT1080 IDH1KD tx	KB-V1 MDR tox	HEK293 tox	KB-3-1 tox
28	O=C(C[C@H]1C=C[C@H](NC(=O)Nc2ccccc2F)[C@@H](CO)O1)NCc1ccc(-c2ccccc2)cc1	nt	nt	17%	-1%	1%	16%	-3%	-4%	5%
25	Cc1ccc2cc(CN(CC3CCCO3)C(=S)Nc3ccccc3)c(=O)[nH]c2c1 (stereo not given)	?	5%	-16%	?	?	?	?	-23%	?
30	O=C(CNc1cccc(S(=O)(=O)N2CCCCC2)c1)Nc1ccccc1F	-6%	9%	-13%	-4%	?	-12%	4%	?	?
27	COc1ccc(Cl)cc1S(=O)(=O)N1CCN(C(=O)c2ccco2)CC1	-1%	-3%	16%	-1%	3%	2%	9%	-11%	-1%
16	Cc1ccc(C(=O)Nc2ccc3ccccc3c2)cc1	-4%	0%	19%	-20%	5µM*	-27%	-10%	-13%	-14%
24	N#Cc1ccc(C23CC4CC(CC(C4)C2)C3)[nH]c1=O	-9%	-7%	7%	-2%	-9%	-9%	18%	16%	4%
21	CCC(=O)C1=C(N2CCCC2)CC(C)(C)CC1=O	-2%	6%	23%	13%	9%	20%	7%	-4%	-2%

(more compounds)
#	SMILES	SW480 rereplic	GLP1R ag	TDP43 rescue	HT1080NT lethal	GLP-1R inv ag	HT1080 IDH1KD tx	KB-V1 MDR tox	HEK293 tox	KB-3-1 tox
31	CCC(CC)c1nnc(NC(=O)c2ccc3ccccc3n2)s1	-8%[9.22 µM]	-11%	17%	-18%	?	-23%	-11%	?	?
32	O=c1[nH]c(C2CCCN(S(=O)(=O)c3ccccc3)C2)nc2c1nnn2Cc1ccc2c(c1)OCCO2 (stereo not given)	-3%	1%	14%	-1%	30%[activator]	0%	-6%	-7%	-9%
33	O=C(COC(=O)c1ccc(S(=O)(=O)N2CCCCC2)cc1)NCc1ccc(F)cc1	8%	-21%	8%	1%	0%	0%	8%	10%	1%
34	CN(C)S(=O)(=O)c1cccc(NC(=O)CSc2cccc3cccnc23)c1	?	-8%	?	18µM*	?	?	?	?	?
35	Cc1ccccc1C(=O)c1cccn1CC(=O)NCc1ccco1	-4%	0%	24%	4%	-12%	6%	14%	2%	4%
36	COc1ccc(NC(=O)CSCC(=O)N=c2sccn2C)cc1	0%	-4%	19%	3%	23%	1%	4%	?	5%
37	C=CCNC(=O)c1onc(CSc2ccc(F)c(F)c2)c1C(=O)O	3%	-2%	9%	-3%	?	-21%	0%	1%	-23%
38	ClCCn1c(CCl)nc2ccc(Cl)cc21	nt	3%	10%	-13%	-22%	-1%	13%	-32%	0%
39	CC(SC(=S)N1CCOCC1)C(=O)O (stereo not given)	3%[9.22 µM]	-8%	-11%	-17%	2%	-5%	?	6%	-18%
40	COc1cccc(NC(=O)c2nc3ncccn3n2)c1	2%	0%	4%	0%	-3%	-4%	6%	12%	0%
41	CCN(Cc1nc2ccccc2c(=O)[nH]1)C(=O)c1cccc(NC(=O)c2cccs2)c1	0%	2%	-1%	-2%	?	-15%	-24%	?	3%
42	CCc1nn(CC(=O)NCc2cccc(OC)c2)c(=O)c2cc3cc(F)ccc3n12	nt	nt	0%	nt	6%	nt	-13%	-7%	7%
43	CCCNC(=O)c1ccc2c(c1)sc1nc(-c3ccc(C)cc3)cn12	nt	nt	?	nt	56%[activator]	nt	-18%	-12%	-1%
44	CCOC(=O)c1c(C)oc(/N=C/c2ccccc2O)c1C#N	-2%[9.22 µM]	-10%	7%	6%	49%	6%	19%	-1%	0%
45	COc1ccc(NC(=O)C(=O)NCc2ccco2)c(OC)c1	nt	nt	-3%	nt	10%	nt	-3%	0%	17%
